Screens (PubChem BioAssay)
Vif inh – blocks HIV Vif function; HEK293T cells, Vif self-association by quenched fluorescence, imaging, 24 h; inhibition, % at 7.49 µM; 340,000 tested, 0.35% active; in the data active means inhibition above about 50%, passing the limit was not always enough; further: some results filed as inactive read as strong as hits
NR2E3 ag-1 – human photoreceptor-specific nuclear receptor agonism; CHO-S Gal4-NCOR/VP16-NR2E3 two-hybrid, luciferase; inhibition of corepressor binding, % at 3.98 µM; 360,000 tested, 0.35% active; AID 602229;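 active means inhibition above the mean of all tested compounds plus 3 SD, cut at about 70% in these data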;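 further: 0% = DMSO with NR2E3 transfected cells and 100% = cells lacking NR2E3 construct; higher means lower luciferase signal from less NR2E3 corepressor binding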
Target sequence (Q9Y5X4 whole entry, looked up, the tested form may be a part): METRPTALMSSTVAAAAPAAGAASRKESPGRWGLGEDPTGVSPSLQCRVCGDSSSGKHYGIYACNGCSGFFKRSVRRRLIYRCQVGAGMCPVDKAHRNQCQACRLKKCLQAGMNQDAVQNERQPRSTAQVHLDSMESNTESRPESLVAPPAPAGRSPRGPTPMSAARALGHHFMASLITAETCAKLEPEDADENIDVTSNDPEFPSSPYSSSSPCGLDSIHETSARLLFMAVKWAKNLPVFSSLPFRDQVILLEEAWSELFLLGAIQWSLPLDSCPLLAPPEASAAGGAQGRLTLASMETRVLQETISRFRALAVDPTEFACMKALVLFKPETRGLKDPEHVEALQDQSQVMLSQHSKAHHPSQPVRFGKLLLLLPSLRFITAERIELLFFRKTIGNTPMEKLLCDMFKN
iPSC survival up – hiPSC single-cell survival enhancement | ATPlite luminescence; 100% = ROCK inhibitor wells, 0% = DMSO | survival enhancement, % at 20 µM | 360,000 tested, 0.044% active | AID 602274; in the data active means survival enhancement above about 18%;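 further: cells exposed to compounds for 16 hours before the ATP read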
CaV13 FRET inh – Disruptors of the CACNA1D IQ motif to Ca2+-dependent inactivation inhibitor domain association, primary screening, Förster resonance energy transfer in intact living …; HEK cells, CFP/YFP FRET ICDI-IQ, plate reader, 10 min; percent FRET-ratio fall versus neutral wells; 340,000 tested, 0.098% active; inhibition, % at 12.3 µM;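 active means mean replicate inhibition of at least 30% and at least 1% of replicates passing that level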;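 further: 0% = median of the neutral control wells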
PDI inh – PDI (human) enzyme inhibition; PDI insulin aggregation turbidity, A650, 90 min; inhibition, % at 10 µM; 350,000 tested, 0.052% active;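 active means mean inhibition across replicates of 30% or more, whatever share of single replicates reach that level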;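 further: absorbance from insulin aggregation driven by PDI reduction with DTT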
Target sequence (P07237 whole entry, looked up): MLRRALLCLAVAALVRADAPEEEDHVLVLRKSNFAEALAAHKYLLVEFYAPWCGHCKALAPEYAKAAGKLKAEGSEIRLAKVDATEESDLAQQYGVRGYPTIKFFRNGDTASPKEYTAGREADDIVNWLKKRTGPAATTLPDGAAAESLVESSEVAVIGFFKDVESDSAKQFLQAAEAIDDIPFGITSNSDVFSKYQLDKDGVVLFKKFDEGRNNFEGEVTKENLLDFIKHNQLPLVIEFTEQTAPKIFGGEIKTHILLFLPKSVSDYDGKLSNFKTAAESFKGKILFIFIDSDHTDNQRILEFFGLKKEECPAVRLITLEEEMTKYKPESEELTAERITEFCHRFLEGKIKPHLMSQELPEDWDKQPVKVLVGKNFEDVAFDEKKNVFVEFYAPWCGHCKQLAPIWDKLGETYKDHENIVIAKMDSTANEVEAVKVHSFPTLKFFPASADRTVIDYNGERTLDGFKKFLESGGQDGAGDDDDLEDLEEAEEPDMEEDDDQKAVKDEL
Granule exo inh – blocks lytic granule exocytosis; inhibition, % at 10 µM; TALL-104 LAMP-1 surface exposure, flow cytometry; cells stimulated with thapsigargin and PMA; 360,000 tested, 0.66% active;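 active means inhibition above about 55%, limit read from the data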
TRPM1 prom inh – reduces MITF-dependent TRPM1 promoter luciferase signal | SK-MEL-5 TRPM1 promoter luciferase, 24 h | inhibition, % at 12.5 µM | 330,000 tested, 0.83% active;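 active means mean inhibition across replicates of 60% or more, whatever share of single replicates reaches that level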; further: values of inactives mirror those of a sister screen read the other way
HIF-2a inh – inhibitors of HIF-2a; 786-0 RCC cells HIF-2a reporter, luciferase luminescence, overnight; 360,000 tested, 0.72% active; inhibition, % at 18.8 µM;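 active means inhibition of the luminescence signal of 40% or more relative to plate controls, in a single-dose primary screen at 18.75 µM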
NR2E3 ag-2 – agonists of human nuclear receptor NR2E3; 320,000 tested, 0.12% active; GST-NR2E3/biotin-RetCOR TR-FRET, 1536-well; inhibition of corepressor binding, % at 4.78 µM; Q9Y5X4; AID 2300;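 active means percent inhibition above the cutoff of mean plus 3 SD of all tested compounds, set per screening campaign, cut at about 20% in these data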;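 further: 0% = DMSO wells and 100% = biotin wells as full block of FRET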
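Material: NR2E3–RetCOR corepressor complex | Quantity: 1.35 nM GST-tagged NR2E3 final | Schedule: 5 h at 4 °C | Replication: Singlicate compound wells | Reagent: RetCOR corepressor, biotinylated, 7 nM | Controls: Biotin wells as high control, 0.6% DMSO wells as low control | Signal: TR-FRET, Eu(K)-anti-GST donor, streptavidin-D2 acceptor, ex 340, em 617/671 nm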
aDG glyco act – alpha-DG glycosylation activation; Pro5-aDG cells, alpha-DG glycosylation AlphaScreen (IIH6); 0% Pro5, 100% B10-LARGE cell signal; activation, % at 10 µM; 360,000 tested, 0.22% active; AID 624168;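 active means activation of at least 8% versus controls, or a plate z-score of at least 8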;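 further: Pro5 are CHO cells carrying HIG-tagged alpha-DG that lacks glycosylation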
Peg3 prom inh – Peg3 promoter activity inhibition. HeLa PEG-Prom luciferase reporter, luminescence, overnight. inhibition, % at 20 µM. 360,000 tested, 1.7% active;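 active means inhibition of at least 50% at 20 µM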
* = called active by the depositor; nt = no result given. Compounds as they come, and some 3.5% of all compounds hit somewhere here.

SMILES	Vif inh	NR2E3 ag-1	iPSC survival up	CaV13 FRET inh	PDI inh	Granule exo inh	TRPM1 prom inh	HIF-2a inh	NR2E3 ag-2	aDG glyco act	Peg3 prom inh
C[C@H](NC(=O)CCCOc1ccc(Cl)cc1Cl)c1nnc2ccccn12	-10	-38	0.6	-2	0	0	4	8	1	0.1	-5
CCCCNCCOCCSc1ccc(Cl)cc1	-3	2	-1.4	-8	8	3	-16	21	1	1.6	9
COCCNc1ncnc2c1ncn2[C@H]1CN(Cc2ccc3c(c2)OCO3)C[C@@H](CO)O1	1	-5	1.9	-4	-2	1	nt	4	nt	0.0	1
CC(=O)c1ccc(C(=O)N2CCc3c([nH]c4ccccc34)C2c2ccccn2)s1 (stereo unspecified)	7	8	-1.1	-13	-1	10	12	11	-1	0.0	26
c1ccc(OCc2nn3c(-c4ccco4)nnc3s2)cc1	9	-8	-1.7	-4	3	-9	-17	-42	-2	0.3	-27
O=C(Nc1cc(C(F)(F)F)ccc1N1CCOCC1)c1n[nH]c(=O)c2ccccc12	-1	9	-0.7	-5	-3	3	-8	-4	0	-0.5	6
CC(NC(=O)COc1ccc([N+](=O)[O-])cc1)c1ccccc1 (stereo unspecified)	-3	8	2.4	7	6	-6	-7	2	4	0.0	2
COc1cc(COCC(O)CN2C(C)CCCC2C)cc(OC)c1OC (stereo unspecified)	2	-7	-0.6	4	0	-1	-3	16	-1	0.1	6
CC(C)c1ccc(N2C(=O)CC(Sc3ncccn3)C2=O)cc1 (stereo unspecified)	11	-3	-0.3	-21	1	2	4	19	nt	-0.1	9
CCN1CCN(C(=O)c2cc(S(=O)(=O)N3CC(C)CC(C)C3)ccc2Cl)CC1 (stereo unspecified)	-6	-4	0.5	-6	-4	-4	13	5	nt	-0.1	9
O=C(COc1ccccc1Br)N1CCN(C(=O)c2cccs2)CC1	1	10	1.1	-2	-6	-3	-3	2	2	0.2	3
O=C(NCCC1=CCCCC1)c1cc2c(s1)CS(=O)(=O)C2	14	-60	-2.0	-5	-8	-2	-33	-110	2	-0.2	-109
CCOC(=O)c1c(Cl)c(C)nn1-c1nc(OC)cc(OC)n1	-2	21	1.2	-3	4	-4	-1	11	-3	0.0	3
Cc1nc2ccc(C(=O)N3CCN(Cc4ccccc4)CC3)cc2[nH]1	18	-25	-0.4	-3	-52	-2	6	20	3	0.1	5
CCc1ccc(C(=O)COC(=O)c2nn(C)c(=O)c3ccccc23)cc1	0	-15	0.5	-2	-1	-1	2	13	0	0.1	-3
O=C(NNC(=O)C1CC=CCC1C(=O)O)c1ccc(Cl)cc1 (stereo unspecified)	6	-17	-1.3	9	-6	-6	5	9	0	0.0	10
O=C(COc1ccc([N+](=O)[O-])cc1)NCc1ccccc1	10	1	2.8	-4	15	-5	-3	2	0	-0.1	-12
Cn1nc(C(F)(F)F)cc1Oc1ncc(C(F)(F)F)cc1Cl	-3	1	1.6	-7	2	-1	5	7	3	0.0	17
Cc1nc2c(C(F)(F)F)cccc2c2c1CCS2	6	15	-1.1	-3	1	-1	-1	13	3	0.1	-12
CCOC(=O)c1c[nH]c2c([N+](=O)[O-])cc(OC)cc2c1=O	-3	13	5.8	-10	2	-1	12	-4	nt	-0.1	19
COc1ccc(NC(=O)Nc2cccc3c2O[C@H](CN(C)S(=O)(=O)c2cccs2)[C@@H](C)CN([C@H](C)CO)C3=O)cc1	-3	-1	-0.7	-4	1	0	8	-4	nt	-0.1	-7
CCOC(=O)c1cc(CC)sc1N1C(=O)CC(Sc2ccccc2C(=O)O)C1=O (stereo unspecified)	-6	10	0.7	-4	6	17	9	20	6	-0.1	-2
COC(=O)Cc1c(C)c2c(OCc3nn[nH]n3)cc(C)cc2oc1=O	5	20	-0.8	-5	-2	-6	3	16	2	-0.1	1
O=C1NC(c2ccccc2Cl)Nc2ccccc21 (stereo unspecified)	-2	-6	-0.4	-5	-7	-2	23	13	1	0.2	10
Cc1cccc(NC(=O)C2CC(=O)N(c3ccc4c(c3)OCCO4)C2)n1 (stereo unspecified)	0	-5	-0.5	-2	-1	5	6	-9	1	0.1	-7

Arranged by count of non-hydrogen atoms (high to low): part of the list above
SMILES	Vif inh	NR2E3 ag-1	iPSC survival up	CaV13 FRET inh	PDI inh	Granule exo inh	TRPM1 prom inh	HIF-2a inh	NR2E3 ag-2	aDG glyco act	Peg3 prom inh
O=C(Nc1cc(C(F)(F)F)ccc1N1CCOCC1)c1n[nH]c(=O)c2ccccc12	-1	9	-0.7	-5	-3	3	-8	-4	0	-0.5	6
CCOC(=O)c1cc(CC)sc1N1C(=O)CC(Sc2ccccc2C(=O)O)C1=O (stereo unspecified)	-6	10	0.7	-4	6	17	9	20	6	-0.1	-2
O=C(NCCC1=CCCCC1)c1cc2c(s1)CS(=O)(=O)C2	14	-60	-2.0	-5	-8	-2	-33	-110	2	-0.2	-109

(list continues)
SMILES	Vif inh	NR2E3 ag-1	iPSC survival up	CaV13 FRET inh	PDI inh	Granule exo inh	TRPM1 prom inh	HIF-2a inh	NR2E3 ag-2	aDG glyco act	Peg3 prom inh
O=S(=O)(c1ccc2c(c1)OCCCO2)N1CCNCC1	14	1	-1.4	-3	-2	-3	-1	6	-1	0.0	-3
CCOc1ccccc1NC(=O)C(NCCc1ccc(OC)cc1)c1ccccc1 (stereo unspecified)	1	-29	0.1	-5	2	5	2	14	nt	-0.1	27
C/C(=N/OCO/N=C(\C)c1ccccc1F)c1ccccc1F	-1	-4	-0.9	-5	1	-2	-23	12	-2	-0.1	-2
O=C(Nc1ncccc1Cl)C(Sc1ccccc1)c1ccccc1 (stereo unspecified)	2	7	0.8	-6	0	-4	-3	22	-3	0.3	8
CCOC(=O)CSc1nnc(C)n1N	3	8	-0.6	nt	-3	-2	-1	7	-3	0.1	2
C/C(=N\NC(=O)c1ccccc1[N+](=O)[O-])c1c(O)cc(C)oc1=O	9	15	-0.1	-5	1	0	4	13	-7	0.1	3
COc1ccc(CC(CC(=O)O)C(=O)Nc2ccc(Cl)c(Cl)c2)cc1 (stereo unspecified)	11	10	1.1	-19	-3	5	1	14	4	0.0	18
CCCn1c(SCC(=O)N2CCCc3ccccc32)nnc1-c1ccccn1	-13	-15	-1.3	-3	2	-2	2	11	0	-0.2	16
Cc1ccsc1/C=C1/NC(=O)N(Cc2ccc(F)cc2)C1=O	-18	-20	-0.7	-4	-2	-4	-5	-11	3	-0.4	-2
CC(C)OCCCNC(=O)C(=O)N/N=C/c1ccc(OCc2ccccc2)cc1	0	10	-0.4	-4	-2	-7	nt	16	2	0.0	-53
Cc1ccc(NC(=O)CSc2nnc(-c3ccccc3C)o2)cc1C	-5	-4	1.0	-5	-22	2	-14	-180	1	0.1	-121
CCOc1ccccc1C1C(C(N)=O)=C(C)Nc2nc(-c3cccc(C)c3)nn21 (stereo unspecified)	8	10	3.6	nt	-7	0	-8	12	0	0.1	4
C=Cc1cnc([N+](=O)[O-])n1C	-1	-18	-1.3	-7	-1	0	nt	-10	nt	0.6	-2
Cc1cn([C@H](C(=O)NCCCCCCCCCCC(=O)N2CCN(C(=O)OC(C)(C)C)CC2)[C@@H](C)O)nn1	nt	-11	-0.5	-5	-13	0	5	17	3	0.2	7
FC(F)(F)c1nnc2ccc(NCc3ccccc3)nn12	0	-23	0.1	-5	-1	0	-5	13	4	0.0	-11
COc1ccc(CN2C(=O)C(CC(=O)NCC3CCCCC3)CC(C(=O)N(C)C)=C2C)cc1 (stereo unspecified)	-1	16	2.5	-6	16	5	nt	-3	nt	0.0	0
O=C1CSC(c2ccc([N+](=O)[O-])cc2)N1C1CCCCC1 (stereo unspecified)	-6	-16	1.1	-5	-4	1	9	17	-2	-0.3	10
CCCOc1cc(N)ccc1C(=O)OCCN(CC)CC	1	-3	4.1	-5	3	1	7	9	-2	-0.3	-3
O=C(O)c1cccc(COc2ccc(CO)cc2Cl)c1	-7	-150	-3.1	-7	-1	0	105*	89*	0	-0.1	100*
Cc1ccccc1C(NC(N)=O)c1ccccc1 (stereo unspecified)	12	7	-1.5	-7	13	1	0	13	3	-0.1	-3
COc1ccc(CC(=O)Nc2cc(S(=O)(=O)N3CCOCC3)ccc2N2CCCC2)c(OC)c1	0	1	0.5	-5	2	3	4	-8	nt	0.2	-3
COc1ccc(CNc2oc(COc3ccccc3Cl)nc2C#N)cc1	6	-33	0.1	-4	1	-2	13	8	-1	-0.1	-1
N#CC(c1nc2ccccc2nc1N1CCCC1)S(=O)(=O)c1cccs1 (stereo unspecified)	-2	-42	0.3	-5	0	0	22	3	-2	0.5	0
C[C@@H]1CN([C@@H](C)CO)C(=O)c2cc(Br)cnc2O[C@H]1CN(C)Cc1cccc(C(=O)O)c1	0	-22	1.2	-7	-5	0	nt	7	nt	0.2	-3
CNC(=S)NNC(=O)c1oc2nc(-c3ccccc3)cc(C)c2c1N	-4	-12	-0.1	-18	-6	-5	26	12	1	0.0	17

Two entries from above in another layout:
Fields: Vif inh	NR2E3 ag-1	iPSC survival up	CaV13 FRET inh	PDI inh	Granule exo inh	TRPM1 prom inh	HIF-2a inh	NR2E3 ag-2	aDG glyco act	Peg3 prom inh
COc1ccc(CN2C(=O)C(CC(=O)NCC3CCCCC3)CC(C(=O)N(C)C)=C2C)cc1 (stereo unspecified)
→ -1	16	2.5	-6	16	5	nt	-3	nt	0.0	0
COc1ccc(CNc2oc(COc3ccccc3Cl)nc2C#N)cc1
→ 6	-33	0.1	-4	1	-2	13	8	-1	-0.1	-1

Sorted by value in Granule exo inh (smallest number first): four of the compounds above
structure | Granule exo inh
CCCn1c(SCC(=O)N2CCCc3ccccc32)nnc1-c1ccccn1 | -2
C=Cc1cnc([N+](=O)[O-])n1C | 0
O=C1CSC(c2ccc([N+](=O)[O-])cc2)N1C1CCCCC1 (stereo unspecified) | 1
CCOc1ccccc1NC(=O)C(NCCc1ccc(OC)cc1)c1ccccc1 (stereo unspecified) | 5
